Exocytosis inh: lytic granule exocytosis inhibition; TALL-104 LAMP-1 surface exposure, flow cytometry; cells stimulated with thapsigargin and PMA; inhibition, % at 10 µM; 0.66% of 360,000 active; AID 651702;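 active = inhibition above about 55%, limit read from the data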
Glyco luc inh: N-linked glycosylation inhibition | D54 ERlucT glycosylation luciferase reporter, 24 h; percent of 100 nM tunicamycin response | reporter increase, % at 12.5 µM | 0.23% of 360,000 active;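 active = mean luciferase reporter signal, scaled so untreated is 0 and the glycosylation-blocking control 100, at or above a set limit in every replicate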;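 also: luciferase carries N-glycosylation sites so blocking glycosylation raises the light; 0% = median of neutral control wells and 100% = median of 100 nM tunicamycin wells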
CaV13 ICDI inh: Primary screen for inhibitors of IQ motif and Ca2+-dependent inactivation inhibitor domain binding in CACNA1D, Förster resonance energy transfer in living cells, …. HEK cells, CFP/YFP FRET ICDI-IQ, plate reader, 10 min; percent FRET-ratio fall versus neutral wells. inhibition, % at 12.3 µM. 0.098% of 340,000 active. AID 743397;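 active = mean replicate inhibition of at least 30% and at least 1% of replicates passing that level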;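 also: 0% = median of the neutral control wells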
PDI turbidity: PDI (human) enzyme inhibition | P07237 | PDI insulin aggregation turbidity, A650, 90 min | inhibition, % at 10 µM | 0.052% of 350,000 active | AID 588391;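 active = mean inhibition across replicates of 30% or more, whatever share of single replicates reach that level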;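 also: absorbance from insulin aggregation driven by PDI reduction with DTT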
Target sequence (P07237 whole entry, looked up): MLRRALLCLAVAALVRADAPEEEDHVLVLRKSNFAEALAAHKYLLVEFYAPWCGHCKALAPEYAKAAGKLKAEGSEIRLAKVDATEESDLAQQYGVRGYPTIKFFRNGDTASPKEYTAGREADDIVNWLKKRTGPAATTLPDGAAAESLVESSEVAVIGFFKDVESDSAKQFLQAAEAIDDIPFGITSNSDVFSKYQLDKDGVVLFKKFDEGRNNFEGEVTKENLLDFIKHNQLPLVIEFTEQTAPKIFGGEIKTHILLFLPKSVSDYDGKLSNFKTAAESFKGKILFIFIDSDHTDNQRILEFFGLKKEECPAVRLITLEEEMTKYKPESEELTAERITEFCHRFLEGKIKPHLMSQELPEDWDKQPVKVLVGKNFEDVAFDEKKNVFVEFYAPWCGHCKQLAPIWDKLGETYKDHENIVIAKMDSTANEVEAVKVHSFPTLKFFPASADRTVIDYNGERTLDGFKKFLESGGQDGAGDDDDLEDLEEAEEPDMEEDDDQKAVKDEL
ABCB6 inh 2: blocks the human ABCB6 transporter; Q9NP58; K562-ABCB6 porphyrin accumulation, flow cytometry, 1 h; active compounds read low; fluorescence ratio to DMSO, % at 10 µM; 0.19% of 360,000 active; AID 602162;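 active = fluorescence ratio to DMSO below 75%, the collection mean minus 3 SD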;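 also: signal is porphyrin accumulated inside mitochondria; 100% equals median channel fluorescence of DMSO control wells; lower ratio means ABCB6 inhibition with less porphyrin fluorescence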
Cardio protect: modulators protecting cardiomyocytes from myocardial damage; protection from H2O2 cell death, % at 20 µM; 0.63% of 360,000 active; AID 588492; H9c2 cardiomyocytes, H2O2 injury protection, ATPLite, 2 h;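 active = compounds giving at least 50% protection of heart cells from peroxide-induced death in the single-dose screen, raw or plate-pattern-corrected value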;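 also: 0% = DMSO wells with peroxide and 100% = DMSO wells without peroxide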
MC4R ag barr: human MC4R agonism via beta-arrestin; 0.98% of 360,000 active; U2OS MC4R beta-arrestin complementation, luminescence; percent of melanotan II response, DMSO zero; P32245; activation, % at 8.9 µM;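 active = activation above a per-plate cutoff, the mean activation of sample wells on that plate plus 3 SD, cut at about 8% in these data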
Target sequence (P32245 whole entry, looked up): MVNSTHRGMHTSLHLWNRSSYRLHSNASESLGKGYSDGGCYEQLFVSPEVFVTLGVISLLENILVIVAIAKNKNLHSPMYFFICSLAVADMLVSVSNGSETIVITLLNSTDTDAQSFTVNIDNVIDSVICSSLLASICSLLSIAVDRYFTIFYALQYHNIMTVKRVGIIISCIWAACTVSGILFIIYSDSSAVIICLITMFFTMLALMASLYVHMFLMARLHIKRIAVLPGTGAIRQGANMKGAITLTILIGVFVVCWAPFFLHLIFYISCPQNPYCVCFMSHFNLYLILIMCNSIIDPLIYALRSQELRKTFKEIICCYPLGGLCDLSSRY
HTR2A ag: activates the mouse 5-HT2A serotonin receptor; 0.66% of 360,000 active; AID 624169; P35363; CHO-K1 mHTR2A beta-arrestin complementation, luminescence; percent of 30 µM serotonin response; activation, % at 7.6 µM;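 active = activation above a run cutoff, the mean activation of all tested compounds plus 3 SD, cut at about 14% in these data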;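 also: 0% = plate median of compound wells and 100% = 30 µM serotonin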
ABHD5-PLIN5 inh: ABHD5-PLIN5 protein interaction inhibition | Q00G26+Q8WTS1 | Split G. princeps luciferase complementation, luminescence, 4 h | inhibition, % at 4 µM | 0.78% of 360,000 active;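 active = inhibition above the mean inhibition across every tested compound plus 3 SD, cut at about 22% in these data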;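 also: 0% = DMSO only wells and the 100% control is not disclosed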
MC4R antagonist: antagonists of human melanocortin 4 receptor (MC4R); P32245; MC4R-expressing cells, MTII-stimulated cAMP, LANCE TR-FRET; inhibition, % at 6.5 µM; 0.48% of 360,000 active;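 active = inhibition above its plate's cutoff, the mean of tested wells on that plate plus 3 SD, cut at about 29% in these data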;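 also: 0% = Melanotan II alone and 100% = Melanotan II plus saturating MCL0020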
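Material – human MC4R-expressing U2OS cells · Repeats – no replicates · Detection – TR-FRET with Eu-cAMP and labeled anti-cAMP, 671 nm · Times – compound 30 min, challenge 1 h, detection 1 h · Compound – single nominal compound dose of 6.5 µM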
Starred values were filed as active, the others as inactive; / = not tested or not shown.

SMILES	Exocytosis inh	Glyco luc inh	CaV13 ICDI inh	PDI turbidity	ABCB6 inh 2	Cardio protect	MC4R ag barr	HTR2A ag	ABHD5-PLIN5 inh	MC4R antagonist
O=C(NN1C(=O)NC2(CCCCC2)C1=O)c1ccc(Cl)c(Cl)c1	4	2	-5	0	100	-2	3.3	6	3	-6
CCOC(CNC(=O)c1ccc2c(c1)ncn2-c1ccccc1OC)OCC	5	1	-13	1	104	1	1.0	-3	4	8
COc1cc(NC(=O)COC(=O)/C=C/c2c(C)nn(C3CCS(=O)(=O)C3)c2Cl)cc(OC)c1OC (centres undefined)	-3	0	-5	12	109	2	-0.1	-1	0	5
CCOC(=O)C1=C(COC(=O)/C=C/c2ccc(SC)cc2)NC(=O)NC1C (centres undefined)	2	5	-16	1	91	6	-1.0	-2	-5	-2
Fc1ccc(-c2nc3ccc(Cl)cn3c2Cc2cccc(Cl)c2)cc1	1	-1	-3	/	97	-6	/	1	-2	/
CN(C)CCCN(C(=O)c1ccc(S(=O)(=O)N(C)C)cc1)c1nc2ccc(F)cc2s1	-2	-2	6	1	95	16	-1.8	-5	8	6
Cc1ccc(OCc2nnc(SCC(=O)N3CCc4ccccc43)n2C)cc1	-4	1	/	-7	97	-2	3.2	2	13	2
COc1ccc2c(COC(=O)CNS(=O)(=O)c3ccccc3)cc(=O)oc2c1	-1	1	-2	-1	96	14	-0.2	6	-4	0
S=C(NC1CC1)N1CCCc2ccccc21	0	1	/	7	106	-2	-1.3	-2	3	3
CN(C(=O)c1cc2c(cc1Br)OCO2)c1cccc2ccccc12	-12	-3	-7	-6	91	-2	-1.1	0	-3	2
COC(=O)c1ccccc1NC(=O)C1CCN(C(=O)c2cc(OC)cc(OC)c2)CC1	-2	0	-5	-3	102	3	-1.0	-1	2	8
Cc1cccc(NC(=O)C2CCN(S(=O)(=O)c3cccs3)CC2)c1	0	1	-5	-2	100	1	-1.8	-2	1	0
O=C(NCCc1ccc(Cl)cc1)c1cccs1	-4	-1	4	5	98	-2	-0.8	2	1	8
CN(C)CCNC(=O)C(C(=O)c1ccc(F)cc1)n1ccccc1=O (centres undefined)	0	3	-5	9	96	3	-2.1	-4	-3	-1
O=C(CCl)Nc1c(C(=O)Nc2ccc3c(c2)OCCO3)oc2ccccc12	-2	4	-6	8	102	5	-2.5	3	-3	13
CCC(=O)Nc1ccc(C(=O)CSc2nnc(-c3cccnc3)o2)cc1	-2	-3	-6	-5	95	-3	-0.8	-2	3	10
Cc1ccccc1NC(=O)CN1CCN(C)CC1	-12	-1	-6	-10	96	4	-0.3	7	-4	24
Cc1cc2oc(C(=O)N(Cc3ccccc3)C3CCS(=O)(=O)C3)c(C)c2cc1C (centres undefined)	-3	1	-6	0	101	-4	2.6	7	-2	5
CC1CCN(c2nc(-c3ccc(F)cc3)cc(C(F)(F)F)n2)CC1	-3	-1	-3	0	98	3	-2.0	1	-1	8
O=c1oc2ccccc2c(Nc2ccc(O)cc2)c1[N+](=O)[O-]	-2	-1	/	-10	100	10	-2.8	-2	2	-9
O=C(c1cccs1)N1CCN(S(=O)(=O)c2cccc(Cl)c2Cl)CC1	1	-1	-5	3	98	5	-2.8	2	2	-6
COc1ccccc1CNC(=O)CCCc1cn(C)c2ccccc12	31	0	-3	3	101	9	2.1	-9	-6	13
CC(=O)c1cccc(NC(=O)C(C)OC(=O)C2=NNC(=O)CC2)c1 (centres undefined)	5	-1	-18	1	100	5	1.7	1	3	-1
CC(C)CCN1CCN(Cc2cccc3cccnc23)CC1CCO (centres undefined)	4	1	-3	3	111	-3	0.6	-5	-2	4
COC(=O)c1sc(NC(=S)NC(=O)c2ccc(C)cc2)nc1C	-1	1	-5	11	96	-4	-0.9	2	2	4

The final 2 entries of the part above are carried over, then new ones follow.
SMILES	Exocytosis inh	Glyco luc inh	CaV13 ICDI inh	PDI turbidity	ABCB6 inh 2	Cardio protect	MC4R ag barr	HTR2A ag	ABHD5-PLIN5 inh	MC4R antagonist
CC(C)CCN1CCN(Cc2cccc3cccnc23)CC1CCO (centres undefined)	4	1	-3	3	111	-3	0.6	-5	-2	4
COC(=O)c1sc(NC(=S)NC(=O)c2ccc(C)cc2)nc1C	-1	1	-5	11	96	-4	-0.9	2	2	4
Cc1c(C(=O)c2ccccc2)c2ccccn2c1CCc1ccccn1	-2	-6	1	2	102	4	-3.7	-6	-2	1
Cc1oc(-c2ccccc2F)nc1CN1CCC(C(=O)NC2CCCCCCC2)CC1	1	-1	/	-4	95	-9	-1.1	-7	1	-1
Cc1ccccc1NC(=O)CSc1ccc(-c2ccco2)nn1	0	1	-4	-4	81	1	-1.8	-3	5	-3
CCOC(=O)/C=C/C(=O)Nc1ccc(-c2nnc3n2CCCCC3)cc1	5	-3	-18	-30	96	7	-0.7	4	9	7
COc1cc2nc(CN3CCN(S(=O)(=O)c4cc(C)ccc4C)CC3)[nH]c(=O)c2cc1OC	-1	6	-6	-12	103	9	2.4	0	-6	20
COc1ccccc1CNC(=O)C1=C(C)C(=O)OC12CCC(C)CC2 (centres undefined)	-8	-2	-8	/	92	2	0.7	-3	1	2
COc1ccc(CN2CCN(C(=O)c3ccc(S(=O)(=O)N4CCCCCC4)cc3)CC2)cc1F	-2	-3	-6	-8	101	-4	-2.2	0	0	5
CCN(CC)c1ccc(-c2nnc(SCC(=O)N(CCOC)c3c(N)n(CC(C)C)c(=O)[nH]c3=O)o2)cc1	1	1	-7	19	100	2	-1.6	2	8	12
Cc1ccc(-c2csc3ncnc(N4CCN(C(=O)c5ccccc5)CC4)c23)cc1	9	-7	/	11	106	21	-1.2	0	7	9
O=C(OCC(=O)c1ccc(Cl)s1)c1ccccn1	2	1	-3	3	98	14	-3.0	0	1	4
C=CC[C@H](CC(=O)N[C@H](CO)Cc1ccccc1)C(=O)N[C@H](COC(=O)[C@H](CC=C)CC(=O)OC(C)(C)C)Cc1c[nH]c2ccccc12	1	-5	-9	6	92	-5	22*	-1	-7	8
COc1ccc(C(=O)NCC(=O)c2ccccc2)cc1	-6	-6	-1	9	96	-1	-1.5	-1	5	5
CCOc1nc(NCCc2ccc(OC)c(OC)c2)nc(NC(C)(C)CO)n1	-4	3	-4	-4	98	12	0.6	4	-8	2
C[C@H]1COC(=O)[C@H](Cc2ccc(F)cc2)CC/C=C/C[C@@H](CC(=O)N[C@@H](CO)Cc2ccccc2)C(=O)N1	-6	0	-11	-4	93	-3	-1.1	-2	12	3
CCOC(=O)C1CCCN(C(=O)c2ccc(CNc3c(N4CCC(C)CC4)c(=O)c3=O)cc2)C1 (centres undefined)	27	2	-6	-4	107	1	-0.9	1	-11	0
CC(=O)c1cccc(CN2CCN(CCc3ccccc3)C(CCO)C2)c1 (centres undefined)	1	0	-6	-3	95	15	-1.8	-4	1	1
COc1ccc(-n2nc(C(=O)NCC(=O)N3CCCCC3)c3ccccc3c2=O)cc1	-12	-2	-3	9	100	-10	1.6	-1	-2	10
Cc1cc(C)c(S(=O)(=O)N(C)CC(=O)NC2CCCC2)c(C)c1	-1	0	-5	-2	99	-3	-1.0	5	-5	0
C/C(Cn1nnc([N+](=O)[O-])n1)=N\NC(=O)c1ccccc1Cl	-4	6	-8	-1	102	3	0.2	-3	-5	-4
O=C(CSc1nncn1-c1cccnc1)Nc1cccc(C(F)(F)F)c1	-18	2	-4	12	98	-1	-2.3	4	0	5
O=C(O)CSCC(=O)N1N=C2/C(=C/c3ccccc3)CCCC2C1c1ccccc1 (centres undefined)	-20	2	-4	2	102	-1	1.0	-1	-6	3
CCOC(=O)c1[nH]cnc1C(=O)Nc1ccncc1	2	3	-2	0	94	1	0.1	2	3	3
CCOc1cc(C2C3=C(CC(C)(C)CC3=O)N(CCOC)C3=C2C(=O)CC(C)(C)C3)ccc1OC	8	-3	-20	-4	85	-1	-0.6	-1	-7	-2
CCOc1ccc(NC(N)=O)cc1OCC	-2	0	-5	0	104	2	0.6	4	-1	0
O=C(Cc1cccc(NC(=O)C2CCCN(C(=O)C3CC3)C2)c1)Nc1cccc(C(=O)N2CCOCC2)c1 (centres undefined)	8	3	-6	-8	102	3	0.0	-1	7	9
c1ccc2c(c1)ncc1cccn12	-3	-3	/	0	102	-4	-1.3	0	4	7
COc1ccc(C2C(C#N)=C(SCC(=O)Nc3ccc(C)cc3)NC3=C2C(=O)CC(C)(C)C3)cc1 (centres undefined)	1	-7	-5	-8	97	-9	2.1	-3	0	5
CCOC(=O)C1(Cc2ccccc2C)CCCN(C(=O)CCC(=O)OC)C1 (centres undefined)	-6	2	-4	-1	99	5	-0.6	-1	0	1

Entries of single compounds from above. Order of screens: Exocytosis inh	Glyco luc inh	CaV13 ICDI inh	PDI turbidity	ABCB6 inh 2	Cardio protect	MC4R ag barr	HTR2A ag	ABHD5-PLIN5 inh	MC4R antagonist
Cc1ccc(OCc2nnc(SCC(=O)N3CCc4ccccc43)n2C)cc1 in the list: -4	1	/	-7	97	-2	3.2	2	13	2
CC(C)CCN1CCN(Cc2cccc3cccnc23)CC1CCO (centres undefined) in the list: 4	1	-3	3	111	-3	0.6	-5	-2	4

Among those listed so far, 3 have a furan ring, fused or not:
SMILES	Exocytosis inh	Glyco luc inh	CaV13 ICDI inh	PDI turbidity	ABCB6 inh 2	Cardio protect	MC4R ag barr	HTR2A ag	ABHD5-PLIN5 inh	MC4R antagonist
O=C(CCl)Nc1c(C(=O)Nc2ccc3c(c2)OCCO3)oc2ccccc12	-2	4	-6	8	102	5	-2.5	3	-3	13
Cc1cc2oc(C(=O)N(Cc3ccccc3)C3CCS(=O)(=O)C3)c(C)c2cc1C (centres undefined)	-3	1	-6	0	101	-4	2.6	7	-2	5
Cc1ccccc1NC(=O)CSc1ccc(-c2ccco2)nn1	0	1	-4	-4	81	1	-1.8	-3	5	-3
